KCNQ2 block: KCNQ2 potassium channel inhibitors, primary screen, cell-based, CHO-K1, FluxOR thallium flux, B-score (AID 2156); 20 min; hits give low values; O88943; actives 1.1% (n = 310,000); B-score at 10 µM;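 active = fluorescence ratio B-score at most minus 3 library SDs, with starting brightness B-score within 2 library SDs, cut at about -5.5 in these data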
Kir21 inh: blocks the mouse Kir2.1 inward-rectifier potassium channel; AID 1672; P35561; actives 0.85% (n = 310,000); B-score at 10 µM; HEK293-Kir2.1, FluxOR thallium flux fluorescence; hits give low values;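 active = fluorescence ratio B-score at or below minus 3 SD of library scores, with starting-brightness B-score within 2 SD, cut at about -4.2 in these data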;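 note: channel flux triggered by added potassium and thallium sulfate stimulus; B-score of peak minus minimum fluorescence over baseline after thallium stimulus; more negative B-score means stronger Kir2.1 block with less thallium influx; some compounds called inactive have numbers as strong as hits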
Target sequence (P35561 whole entry, looked up): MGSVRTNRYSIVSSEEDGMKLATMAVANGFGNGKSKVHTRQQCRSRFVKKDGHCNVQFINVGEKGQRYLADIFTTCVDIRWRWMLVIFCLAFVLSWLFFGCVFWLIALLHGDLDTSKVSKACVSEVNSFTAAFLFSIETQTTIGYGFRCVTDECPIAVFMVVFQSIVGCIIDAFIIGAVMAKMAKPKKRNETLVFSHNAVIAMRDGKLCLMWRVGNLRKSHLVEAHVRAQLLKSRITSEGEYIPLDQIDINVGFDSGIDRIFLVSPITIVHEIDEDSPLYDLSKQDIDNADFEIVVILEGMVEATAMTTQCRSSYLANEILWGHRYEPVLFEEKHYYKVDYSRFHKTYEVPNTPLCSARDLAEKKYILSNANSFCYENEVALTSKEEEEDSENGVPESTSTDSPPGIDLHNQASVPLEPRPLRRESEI
The depositor's hits bear a star; i = inactive.

Kir21 inh,KCNQ2 block,canonical_smiles
-1.2,i,COC(=O)c1cn(Nc2ncc(C(F)(F)F)cc2Cl)c(=O)c2ccccc12
0.44,i,Cc1ccc(C2=NN=C(NC(=O)CSc3nc(C)cc(C)n3)SC2)cc1
-1,i,C=CCn1c(SCC(=O)NC2CCCC2)nnc1-c1cccnc1
0.98,i,COC(=O)c1cccc(CSc2nnc(C)s2)c1
0.44,i,O=C(Nc1ccc(Cl)c(Cl)c1)Nc1ccccc1O
0.01,i,O=C(/C=C/c1ccc(F)cc1)N1CCN(c2ncccn2)CC1
-1.3,i,CC(/C=N\N1CCN(c2ccc(Cl)cc2)CC1)=C\c1ccccc1
0.32,i,COc1cccc(-c2c(C#N)c(SC)nc3cc(C)nn23)c1
-0.17,i,O=C(COC(=O)c1ccc([N+](=O)[O-])s1)NC(=O)NCc1ccccc1
1.3,i,COC(=O)c1sc(N)c(C(=O)OC)c1CSc1nnnn1C
0.82,i,CCOC(=O)N1CCN(C(=O)C2CCN(S(=O)(=O)c3ccc(Br)s3)CC2)CC1
-1.2,i,COc1ccc(NC(=O)N2CCN(c3cccc(C(F)(F)F)c3)CC2)cc1
0.14,i,COc1ccccc1N(CC(=O)NCc1ccccn1)S(C)(=O)=O
0.61,i,COCCNC(=O)/C(C#N)=C/c1ccc(O)cc1
-0.02,i,Cc1nc(SCN2C(=O)c3ccccc3C2=O)n[nH]1
-1.3,i,CCCc1cc(=O)c2c(O)ccc(OC)c2o1
0.03,i,CCOC(=O)NC(NS(=O)(=O)c1ccccc1)(C(=O)OCC)C(F)(F)F (stereo not drawn)
-0.08,i,C=C(C)C1CC=C(C)/C(=N/NC(=O)c2cccs2)C1 (stereo not drawn)
-0.13,i,O=C(C1CC(=O)N(C2CCCCC2)C1)N1CCN(c2ccccc2)CC1 (stereo not drawn)
1.7,i,CCOc1ccc(C(=O)N/N=C/c2ccc(-c3ccc(S(=O)(=O)Nc4ncccn4)cc3)o2)cc1
2.1,i,Cc1nc2ccc(S(=O)(=O)N(C)CC(=O)NCc3ccc(N(C)C)cc3)cc2s1
-1.3,i,CC(=O)N1CCn2c3c(c(=O)c4cc(C)ccc42)CCC31 (stereo not drawn)
0.5,i,COc1ccccc1C(=O)Nc1ccnn1C1CCN(C2CCSCC2)CC1
-1.3,i,Cc1cccc(C)c1NC(=O)C1(C)c2cccc[n+]2CC(=O)N1Cc1cccs1 (stereo not drawn)
-1.3,i,O=C(CCc1nnc2ccc(NCc3ccc(Cl)cc3)nn12)NC1CCCCC1
-0.1,i,O=C(NC1CCCC1)c1cnc2n(c1=O)CCS2
2.2,i,COc1ccccc1CN1CC(C(=O)N2CCCCCCC2)CCC1=O (stereo not drawn)
1.2,i,c1ccc(COC2CCCN(Cc3nc(-c4cccs4)no3)C2)nc1 (stereo not drawn)
0.01,i,COc1c(Cl)cc(Cl)cc1/C=N/NC(=O)c1nnn(-c2nonc2N)c1CN1CCC(C)CC1
0.05,i,Cc1ccc(CN2C(=O)CCC2C(=O)NCCCN2CCC(C)CC2)cc1 (stereo not drawn)
-0.05,i,Clc1cccc(CN2CCSCC2)c1Cl
0.22,i,CCS(=O)(=O)c1nc2ccccc2n1CC(=O)N1CCCCC1
-1.3,i,O=C(CNS(=O)(=O)c1ccc(Br)cc1Cl)OCC(=O)c1ccc[nH]1
-0.88,i,CCOc1ccc2oc(-c3ccccc3)c(C(N)=O)c2c1
2.5,i,CCOc1cccc(C(=O)Nc2ccc3oc(-c4cccnc4)nc3c2)c1
0.45,i,N#Cc1ccc(C(=O)Nc2cccc(NC(=O)c3ccco3)c2)c(F)c1
-0.22,i,COc1ccc(C(=O)Nc2nnc(-c3ccccc3)o2)cc1OC
0.05,i,CCOC(=O)N1CCN(CC(O)COc2ccc(C(C)C)c(C)c2)CC1 (stereo not drawn)
-0.01,i,S=C(NCC1COc2ccccc2O1)Nc1ccc(Br)cc1 (stereo not drawn)
-0.28,i,Cc1cc(OCCn2nc(C(=O)O)c3ccccc3c2=O)ccc1C(C)C
-1.2,i,COC(=O)[C@@]1(Cc2ccccc2)[C@@H]2C(=CC(=O)[C@H]2CC(=O)C(=O)N(C)C)CN1C(=O)c1ccccc1
-0.4,i,CCCCCCOc1ccc(/C=N/NC(=O)C2CC2)cc1
0.16,i,O=C(/C=C/NCc1cccnc1)c1ccc(Br)cc1
-1.5,i,CC(O)CN1CC(O)=C(c2nc3ccccc3s2)C1=N (stereo not drawn)
-0.71,i,O=C(Oc1cccnc1)c1cccc(Cl)c1
-0.62,i,Cc1cc(C)c(C)c(S(=O)(=O)NCc2ccc(C(=O)N3CCN(C)CC3)cc2)c1C
0.24,i,COc1ccc(OCc2nnc(SCC(=O)c3ccccc3)o2)cc1
1.7,i,CC(C)NC(=O)C1CCN(c2ccc(S(=O)(=O)N3CCOCC3)cc2Cl)CC1
-1.6,i,COc1ccc(-c2csc(NC(CO)c3nc4ccccc4n3Cc3ccc(C)cc3)n2)cc1 (stereo not drawn)
0.09,i,O=C(CCN1CCOCC1)NNC(=S)NC(=O)c1ccc(Br)cc1
-1.2,i,CCOC(=O)C1=C(c2ccccc2)NC(=S)NC1C (stereo not drawn)
-1,i,CC(=O)c1ccc(NC(=O)C2CCCN2S(=O)(=O)c2ccc(F)cc2)cc1 (stereo not drawn)
0.45,i,COc1ccc(NC(=O)CN2C(=O)COc3ccc(S(=O)(=O)N4CCOCC4)cc32)cc1
2.4,i,CCCCc1nnc(NC(=O)c2ccc(-n3cncn3)c([N+](=O)[O-])c2)s1
-0.04,i,COCCN(C(=O)CSc1nc2ccc(OC)cc2[nH]1)c1c(N)n(Cc2ccccc2)c(=O)[nH]c1=O
-1.1,i,COCCNC(=O)CCCCCNS(=O)(=O)c1ccc(C)cc1
0.85,i,COc1ccc(CN(Cc2cccn2C)S(=O)(=O)c2cccc(C(F)(F)F)c2)cc1
0.13,i,CCOC(=O)c1c(NC(=O)NC(C)(C)C)sc2c1CCN(C)C2
-0.1,i,CC1CC(C)CN(CCOc2ccc(Br)cc2)C1 (stereo not drawn)
-0.38,i,Cc1cc(N)n2ncc(-c3ccc(Cl)cc3)c2n1

(listing goes on)
Kir21 inh,KCNQ2 block,canonical_smiles
-0.14,i,Cc1cc2cc(CCNC(=O)C3c4ccccc4Oc4ccccc43)c(=O)[nH]c2cc1C
0.23,i,CC(=O)c1cccc(NC(=O)C(C)OC(=O)CCC2CCCCC2)c1 (stereo not drawn)
-0.17,i,CCN(C(=O)CN1C(=O)c2ccc([N+](=O)[O-])cc2C1=O)C1CCCCC1
0.05,i,CCCCC(CC)C(=O)Nc1ccccc1C#N (stereo not drawn)
-0.87,i,CCOCC(=O)N1CCN(c2cccc(Cl)c2)CC1
-2,i,O=C(Nc1ccccc1)ON=C1CCCC1
0.03,i,Cc1cccc(C(=O)NC(=S)NNC(=O)c2cccs2)c1
1,i,CC1=Nc2cc(C(=O)O)ccc2Sc2c(C)ccc(C)c21
0.83,i,O=C(C1CCCO1)N1CCN(C(=S)Nc2cccc(F)c2)CC1 (stereo not drawn)
0.05,i,Cc1cc(C(=O)Nc2sc(C)c(C)c2C#N)c(C)o1
0.74,i,CCOC(=O)C1=C(O)/C(=C\c2cc(C)n(-c3ccccc3F)c2C)N=C1C
-0.03,i,NNc1nc(-c2ccccc2)nc2sc3c(c12)CCCC3
0.01,i,COc1ccc(C(=O)NC2CCCc3ccccc32)cc1S(=O)(=O)N1CCOCC1 (stereo not drawn)
0.02,i,O=C(COc1ccc([N+](=O)[O-])cc1)Nc1ccc(C(=O)NCc2cccnc2)cc1
0.07,i,Cc1ccc2[nH]c(=O)c(CN(Cc3cccs3)S(=O)(=O)c3ccc4c(c3)OCCO4)cc2c1
-0.35,i,O=C(NCCc1ccc(O)cc1)c1ccc(Cl)cc1
1.1,i,Cc1ncc([N+](=O)[O-])n1Cc1ccccc1F
-0.46,i,COc1cc(C(C(=O)NC2CCCC2)N(Cc2ccco2)C(=O)c2snc(C(N)=O)c2N)cc(OC)c1OC (stereo not drawn)
2,i,O=C(NCc1ccccn1)Nc1cccc(Cl)c1
-0.04,i,COc1ccc(C2CC2/C(C)=N/OC(=O)c2ccc(F)cc2)cc1 (stereo not drawn)

Reformatted field by field: four of the compounds above.
mol: COc1ccc(C(=O)NC2CCCc3ccccc32)cc1S(=O)(=O)N1CCOCC1 (stereo not drawn)
  Kir21 inh: 0.01
  KCNQ2 block: i

mol: O=C(C1CCCO1)N1CCN(C(=S)Nc2cccc(F)c2)CC1 (stereo not drawn)
  Kir21 inh: 0.83
  KCNQ2 block: i

mol: O=C(NCCc1ccc(O)cc1)c1ccc(Cl)cc1
  Kir21 inh: -0.35
  KCNQ2 block: i

mol: CCCCC(CC)C(=O)Nc1ccccc1C#N (stereo not drawn)
  Kir21 inh: 0.05
  KCNQ2 block: i

Carrying on:
Kir21 inh,KCNQ2 block,canonical_smiles
0.14,i,COC(=O)C[C@H]1c2ccccc2S(=O)(=O)N1C(C)C
-0.22,i,CC(C)(C)NC(=O)COc1coc(CN2CCN(Cc3ccccc3)CC2)cc1=O
0.85,i,CCc1ccc(-c2cc(C(=O)NN3CCOCC3)c3ccccc3n2)s1
-0.78,i,CCOC(=O)C1(CCOc2ccccc2)CCN(Cc2ccc(NC(C)=O)cc2)CC1
-0.01,i,CCOc1ccc(-n2nc3c(=O)[nH]nc(C)c3c2C)cc1
-2.7,i,Cc1ccc(C(=O)Nc2ccc(S(=O)(=O)N3CCN(C)CC3)cc2)cc1
2.5,i,C=Cn1ccnc1CC(O)c1ccc(OC)cc1 (stereo not drawn)
1.6,i,C#CCOCCOCCOCCNc1nc(N2CCN(C(=O)[C@H]([C@@H](C)CC)n3cc(CCCN=C(N)N)nn3)CC2)nc(N2CCN(C(=O)[C@H](CCCCN)n3cc(CCC(=O)O)nn3)CC2)n1
0.75,i,CS(=O)(=O)Nc1cccc(C(=O)CC2(O)C(=O)Nc3ccccc32)c1 (stereo not drawn)
0,i,COC(=O)CSc1nc2cc3c(cc2cc1C)OCO3
0.02,i,C[C@H]1CCC[C@]2(O[C@H](CCO)C[C@H](O)[C@H]2O)O1
-0.07,i,Cc1ccc(NC(=O)C2CC3CCC2C3)c(Br)c1 (stereo not drawn)
1.7,i,NC(=O)NOCc1cccc(Cl)c1
0.35,i,Cn1c(COc2ccccc2O)[n+](C)c2ccccc21
1.5,i,CC(C)c1nnc(NC(=O)Cc2ccc(Br)cc2)s1
0.07,i,COc1cccc(C(=O)CN(C(=O)c2ccc(Cl)c(Cl)c2)N2C(=O)C3CCCCC3C2=O)c1 (stereo not drawn)
1.9,i,O=C(OCc1ccc2c(c1)OCO2)c1ccc(S(=O)(=O)N2CCCC2)cc1
-3.9,i,COc1ccc(CCNC(=S)Nc2cc(C)ccc2C)cc1
1.2,i,CCCn1c(CCC(=O)O)ccc1-c1ccccc1
-1.1,i,Cn1cc(NC(=O)Nc2ccc(C(F)(F)F)cc2)c(C(F)(F)F)n1

Full records, quoted from the list:
COc1ccc(NC(=O)N2CCN(c3cccc(C(F)(F)F)c3)CC2)cc1 in the list: Kir21 inh: -1.2; KCNQ2 block: i
COCCNC(=O)CCCCCNS(=O)(=O)c1ccc(C)cc1 in the list: Kir21 inh: -1.1; KCNQ2 block: i

Returning to the listing, repeating the 3 entries before the break.
Kir21 inh,KCNQ2 block,canonical_smiles
-3.9,i,COc1ccc(CCNC(=S)Nc2cc(C)ccc2C)cc1
1.2,i,CCCn1c(CCC(=O)O)ccc1-c1ccccc1
-1.1,i,Cn1cc(NC(=O)Nc2ccc(C(F)(F)F)cc2)c(C(F)(F)F)n1
-0.16,i,Cc1[nH]c2ccccc2c1N=Nc1ccccc1F
0.24,i,COCCCN(C(=S)Nc1ccc(OC)cc1)C(C)c1ccncc1 (stereo not drawn)
-1.2,i,C/C(CC(=O)Nc1cccc(Cl)c1Cl)=N\NC(=O)c1ccccc1C
-0.52,i,CCCOC(=O)c1cccc(NC(=O)COc2ccc([N+](=O)[O-])cc2)c1
-0.34,i,O=C(NN(C(=O)C1CC1)c1nc2ccccc2s1)C1CC1
-4.3,i,CC(C)N1CC=C2C(C#N)=C(N)C(C#N)(C#N)[C@H](c3ccoc3)[C@H]2C1
0.26,i,C#CCOCCOCCOCCNc1nc(N2CCN(C(=O)[C@H]([C@@H](C)CC)n3cc([C@@H](N)Cc4ccc(O)cc4)nn3)CC2)nc(N2CCN(C(=O)[C@H](CCCCN)n3cc([C@@H](N)CC(C)C)nn3)CC2)n1
-0.49,i,COCCNC(=O)CSc1nc2cc(OC)c(OC)cc2c(=O)n1Cc1ccco1
1.4,i,CC1CCCN(C2(O)C(=O)Nc3ccc([N+](=O)[O-])cc32)C1 (stereo not drawn)
0.26,i,CCn1cc(CNC(=O)c2cc(COc3ccc(F)cc3Cl)on2)cn1
1.3,i,COc1cccc(-c2c(C(=O)N/N=C/c3ccc(C)s3)nnn2-c2nonc2N)c1
1.5,i,N#Cc1cn(CCOc2ccc(F)cc2)c2ccccc12
0.8,i,COc1ccc(NC(=S)NC(NC(=O)c2cccc(Cl)c2)C(Cl)(Cl)Cl)c([N+](=O)[O-])c1 (stereo not drawn)
1.5,i,CCOc1cc(-c2cc(-c3ccc(C)cc3)nc(N)c2C#N)ccc1O
-1.1,i,C/C(=N\NC(=O)c1ccc(CSc2nc(C)cc(C)n2)cc1)C1CCCCC1
